697 NFkB inh: inhibitors of the PMA/ionomycin-induced NF-kB reporter in 697 B cells; inhibition, % at 4 µM; actives 0.33% (n = 330,000); 697 B-cell NF-kB luciferase reporter, 16 h; in the data active = inhibition above about 35%
EBI2 antag: antagonists of human EBI2 receptor | P32249 | EBI2 beta-arrestin recruitment, luminescence, 7a,25-OHC stimulated | inhibition, % at 5 µM | actives 0.81% (n = 360,000) | AID 651636; in the data active = inhibition above about 38%;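 also: enzyme fragment complementation signal reports receptor beta-arrestin coupling in cells; 0% = agonist plus DMSO wells and 100% = wells without agonist; some results beyond the cut were filed as inactive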
Target sequence (P32249 whole entry, looked up, the tested form may be a part): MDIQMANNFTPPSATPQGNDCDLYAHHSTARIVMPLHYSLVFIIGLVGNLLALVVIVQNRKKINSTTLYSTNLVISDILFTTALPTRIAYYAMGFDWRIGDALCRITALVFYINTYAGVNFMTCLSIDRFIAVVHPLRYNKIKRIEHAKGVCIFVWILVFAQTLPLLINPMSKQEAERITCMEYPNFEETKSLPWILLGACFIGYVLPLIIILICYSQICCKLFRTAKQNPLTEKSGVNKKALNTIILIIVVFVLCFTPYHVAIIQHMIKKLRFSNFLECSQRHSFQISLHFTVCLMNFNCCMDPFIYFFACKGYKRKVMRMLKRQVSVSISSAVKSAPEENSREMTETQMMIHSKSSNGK
UPR XBP1 act: activators of adaptive arm of unfolded protein response (XBP1) | activation, % at 20 µM | CHO-XBP1 luciferase reporter, IRE1-XBP1 UPR activation, luminescence; percent of tunicamycin response, DMSO as zero | actives 0.33% (n = 330,000);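 active = versus positive control, 20 µM dose yields 30% or more activation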;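 also: 100% = tunicamycin at 10 µg/mL and 0% = DMSO only wells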
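Assay system: IRE1-XBP1 luciferase reporter CHO line. Input: 1000 cells/well. Buffer or medium: F12 with 10% serum. Doses: 20 µM, 1% DMSO. Times: overnight seeding at 37 °C, 6 h compound treatment at 37 °C. Technique: Steady-Glo luciferase glow luminescence, 10 min after reagent addition.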
UPR CHOP act: apoptotic UPR (CHOP) activation. CHO-CHOP luciferase reporter, luminescence; percent of tunicamycin response over DMSO baseline. activation, % at 10 µM. actives 0.34% (n = 330,000). AID 449763;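 active = at 10 µM dose, activation of 40% or more, normalized to positive control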;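 also: 100% = tunicamycin at 10 µg/mL and 0% = DMSO alone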
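measured by = luciferase luminescence | assay system = CHO-CHOP cells, stable luciferase reporter of PERK-eIF2a-CHOP signalling | amount = 500 reporter cells seeded per well | timing = 6 h compound exposure at 37 °C after overnight seeding | controls = positive tunicamycin 10 µg/mL, negative DMSO alone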
CCR6 antagonist: CCR6 (human) receptor antagonism; CHO-K1 CCR6 PathHunter beta-arrestin, luminescence, CCL20-stimulated; inhibition, % at 20 µM; P51684; actives 0.49% (n = 340,000);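 active = compounds whose inhibition of the agonist-driven luminescence signal at 20 µM reaches about 50%, limit read from the data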;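 also: cells stimulated with CCL20 at 14 nM final; plate controls were DMSO with CCL20 for no effect and DMSO without agonist for full effect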
Target sequence (P51684 whole entry, looked up): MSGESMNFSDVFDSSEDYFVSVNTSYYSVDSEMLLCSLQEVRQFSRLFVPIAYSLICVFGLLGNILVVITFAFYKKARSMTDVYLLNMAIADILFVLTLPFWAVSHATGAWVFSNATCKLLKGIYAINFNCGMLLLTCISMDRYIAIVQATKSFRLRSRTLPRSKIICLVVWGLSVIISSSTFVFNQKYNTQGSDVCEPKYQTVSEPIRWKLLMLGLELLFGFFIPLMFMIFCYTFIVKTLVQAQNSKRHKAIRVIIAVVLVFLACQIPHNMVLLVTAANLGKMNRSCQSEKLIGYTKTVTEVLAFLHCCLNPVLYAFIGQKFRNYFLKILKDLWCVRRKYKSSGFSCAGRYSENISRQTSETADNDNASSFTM
Jurkat NFkB inh: inhibitors of the PMA/ionomycin-induced NF-kB reporter in Jurkat cells; PMA/ionomycin-induced NF-kB luciferase reporter, luminescence; inhibition, % at 4 µM; actives 0.53% (n = 330,000); in the data active = inhibition above about 50%
Mdm2 MdmX PPI: inhibitors of human Mdm2/MdmX interaction; O15151+Q00987; SaOS-2 split-luciferase Mdm2/MdmX complementation, luminescence; inhibition, % at 8 µM; actives 3% (n = 330,000);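 active = inhibition of at least 50% at 8 µM in the primary screen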
Gli-Sufu block: blocks Gli-Sufu signaling in a luciferase reporter; actives 0.74% (n = 340,000); Sufu-KO-LIGHT fibroblasts, Gli luciferase reporter luminescence; inhibition, % at 5 µM;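 active = inhibition above about 55%, limit read from the data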;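 also: 0% = DMSO-treated cells and 100% = wells with medium but no cells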
CXCR6 block: blocks human CXCR6 beta-arrestin recruitment. O00574. CHO-K1 PathHunter CXCR6 beta-arrestin, luminescence. inhibition, % at 20 µM. actives 0.36% (n = 360,000); in the data active = inhibition above about 34%, passing the limit was not always enough;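 also: antagonist mode with CXCL16 agonist at 10 nM final; 0% = 10 nM CXCL16 with DMSO and 100% = unstimulated wells without agonist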
Target sequence (O00574 whole entry, looked up): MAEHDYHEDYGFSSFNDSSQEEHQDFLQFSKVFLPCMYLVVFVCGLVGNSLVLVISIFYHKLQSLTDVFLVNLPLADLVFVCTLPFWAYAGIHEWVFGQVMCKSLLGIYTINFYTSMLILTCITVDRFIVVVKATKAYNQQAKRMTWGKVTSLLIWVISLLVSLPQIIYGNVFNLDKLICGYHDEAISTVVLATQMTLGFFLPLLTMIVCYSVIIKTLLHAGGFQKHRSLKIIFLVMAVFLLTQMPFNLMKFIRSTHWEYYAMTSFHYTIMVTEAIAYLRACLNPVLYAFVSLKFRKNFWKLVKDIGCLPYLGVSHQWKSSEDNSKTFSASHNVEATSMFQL
Active calls of the source: *; nt = not tested or not shown. No enrichment for hits (roughly 5% active in at least one column).

SMILES	UPR CHOP act	Jurkat NFkB inh	Gli-Sufu block	Mdm2 MdmX PPI	CXCR6 block	697 NFkB inh	EBI2 antag	UPR XBP1 act	CCR6 antagonist
COc1cc2c(cc1OC)C(c1ccc(Br)cc1)CC(=O)N2 (configuration not stated)	1.2	-1	nt	21	-5	-1	3	-1	-1
O=C(CCC(=O)N1CCSc2ccccc21)NC1CCCCC1	-0.4	-12	-6	3	-2	-20	2	-2	2
O=[N+]([O-])c1ccc(CSc2nnc(-c3cccnc3)o2)cc1	1.6	1	6	12	-2	14	-5	-3	8
COc1ccc(COC(=O)NC2CCN(S(=O)(=O)c3ccc(OC)cc3)CC2)cc1	0.4	16	0	30	-2	-4	7	-1	2
Cc1c(Cl)c([N+](=O)[O-])nn1CC(=O)NC(C)c1ccccc1 (configuration not stated)	1.5	16	-5	-2	2	16	-5	-5	7
O=C(CCc1nc2ccccc2c(=O)[nH]1)Nc1nnc(SCc2ccc(Cl)cc2)s1	1.7	1	6	33	8	-11	0	-2	7
COc1cccc(OC)c1C(=O)NC(=S)Nc1cc(-c2nc3ccccc3[nH]2)ccc1Cl	8.4	-14	-10	32	-6	-12	12	2	2
Cc1ccc(S(=O)(=O)N(CC(=O)NCc2ccncc2)Cc2ccc(F)cc2)cc1	0.1	-8	15	10	-7	12	-1	-8	4
O=C(CCCCCn1nnc2ccccc2c1=O)Nc1ccccc1F	-1.6	-12	10	6	-4	11	-9	-1	3
CC(C(=O)NC(=O)NCc1ccccc1)N1C(=O)c2ccccc2C1=O (configuration not stated)	-2.4	-1	1	24	5	17	6	-1	-2
COc1ccc(OCC(=O)NCCCCCCNC(=O)COc2ccc(OC)cc2)cc1	3.9	-3	-1	22	-5	24	12	-3	4
COc1cc2c[n+](C)c3c4ccccc4ccc3c2cc1OC	nt	nt	-9	nt	0	nt	10	nt	16

SMILES	UPR CHOP act	Jurkat NFkB inh	Gli-Sufu block	Mdm2 MdmX PPI	CXCR6 block	697 NFkB inh	EBI2 antag	UPR XBP1 act	CCR6 antagonist
O=[N+]([O-])c1ccc(Oc2ccc(OCc3ccccc3)cc2)nc1	-1.4	19	33	13	-5	22	-13	-1	9
Cc1ccsc1C(=O)NNC(=O)C1C2C=CC(C2)C1C(=O)O (configuration not stated)	nt	nt	-2	nt	2	nt	-3	nt	8
Cc1[nH]c(=O)nc(SCc2ccc(Cl)c(Cl)c2)c1C#N	1.3	-5	-5	1	4	-6	6	2	7
Cc1ccc(C(=O)CN2C(=O)c3ccccc3S2(=O)=O)cc1	-9.2	81*	78*	98*	1	73*	-13	-9	6
COc1ccc(OCC(=O)NCCNC(=O)c2cccnc2)cc1	-0.3	19	5	-22	1	12	-1	2	8
O=C(Cn1nnc2ccccc21)Nc1ccc([N+](=O)[O-])cc1	-0.2	4	2	-12	6	5	8	0	13
CC(=O)c1ccccc1NCC(=O)Nc1ccc(C)cc1	3.1	-14	-4	9	1	4	-1	0	9
CCOC(=O)C(C(=O)NCc1ccc(C)cc1)c1ncc(C(F)(F)F)cc1Cl (configuration not stated)	0.1	21	3	11	1	12	3	-2	0
CCOc1ccc(NC(=O)CCCN2C(=O)C(c3ccccc3)Oc3cccnc32)cc1 (configuration not stated)	-0.6	-1	4	10	2	2	9	8	24
CC(NS(=O)(=O)c1ccc(Br)s1)c1ccccc1 (configuration not stated)	-2.2	-22	7	18	0	0	6	-2	15
CCOc1ccc(S(=O)(=O)NCCC(=O)OCC(=O)NC(=O)c2cccn2C)cc1	-1.5	-5	1	6	-11	-3	1	0	-11
CN1C(=O)C(N=Nc2ccc([N+](=O)[O-])cc2)SC1=S (configuration not stated)	nt	nt	24	nt	45*	nt	-7	nt	86*

SMILES	UPR CHOP act	Jurkat NFkB inh	Gli-Sufu block	Mdm2 MdmX PPI	CXCR6 block	697 NFkB inh	EBI2 antag	UPR XBP1 act	CCR6 antagonist
O=C(NCc1cccs1)c1cccc(S(=O)(=O)N2CCCCC2)c1	1.2	13	2	8	4	20	-6	-2	-2
COCc1[nH]nc2c1C(c1ccc(F)cc1F)C(C#N)=C(N)O2 (configuration not stated)	0.1	-14	6	-5	-1	-8	-2	0	-3
CCN1C(=O)/C(=C/c2cccs2)S/C1=N\S(=O)(=O)c1ccc(C)cc1	1.5	6	6	-16	-2	-22	-6	0	10
Fc1ccc(-c2cc(-c3nnc4n3CCCCC4)c3ccccc3n2)cc1	-0.2	-4	-4	3	15	-7	-4	0	12
CCCOc1ccc(C(=O)NCCN2CCOCC2)cc1	-0.4	7	17	22	2	9	-1	-1	1
Cc1ccc(NC(=O)N2CCC(NC(=O)c3ccco3)CC2)cc1	1.5	-26	-2	-21	1	-5	-6	1	13
O=C(Cc1ccc(Br)cc1)N1CCN(c2ccc(F)cc2)CC1	0.2	14	1	19	-5	5	20	-2	22
COc1cccc(CNC(=O)CCn2ccc3cc(S(=O)(=O)N4CCC(C)CC4)ccc32)c1	-0.3	10	-3	-2	5	-12	6	-5	8
Cc1ccc(NS(=O)(=O)c2ccc(N3CCN(c4ccc(O)cc4)CC3)c([N+](=O)[O-])c2)c(C)c1	0.5	6	29	17	9	-34	6	1	23
Cc1cc(NC(=O)CCC(=O)N(c2cccnc2)C(C(=O)NC2CCCC2)c2ccccc2F)no1 (configuration not stated)	0.9	9	-5	8	nt	6	nt	-3	9
O=C1CCn2c1c(O)c1ccccc1c2=O	nt	nt	21	nt	0	nt	-10	nt	5
CC(C)(C)c1ccc(NNC(=O)C2CCC2)cc1	1.8	14	0	1	0	7	-8	-2	7

SMILES	UPR CHOP act	Jurkat NFkB inh	Gli-Sufu block	Mdm2 MdmX PPI	CXCR6 block	697 NFkB inh	EBI2 antag	UPR XBP1 act	CCR6 antagonist
Cc1ccc(-c2csc(NC(=O)CSc3nnc4c(n3)[nH]c3ccccc34)n2)cc1	nt	nt	38	nt	-2	nt	12	nt	3
C=CCn1c(NCCO)nc2c1c(=O)n(C)c(=O)n2C	-0.1	11	-3	5	-6	18	-9	1	-1
O=C(CC(=O)Nc1ccccc1)Nc1ccccc1	0.5	-4	0	17	1	1	-17	4	4
CC(=O)Nc1ccc(S(=O)(=O)N2CCCCC2c2cccnc2)cc1 (configuration not stated)	2.2	5	4	-29	5	0	-3	1	37
COc1ccc(CCNC(=O)C(=O)NCC2OCCN2S(=O)(=O)c2cc(F)ccc2F)cc1OC (configuration not stated)	-0.7	-2	-7	25	-8	7	-2	1	10
CCOC(=O)CNC(=O)CSc1nnc(C)c(=O)[nH]1	-1.7	-7	-2	18	-2	-12	-9	-3	11
CN(C)N1C(=O)C2C3C=CC(O3)C2C1=O (configuration not stated)	nt	nt	5	nt	-7	nt	-8	nt	2
Cc1ccn(C(C)CC(=O)Nc2ccc(-c3ccno3)cc2)n1 (configuration not stated)	1.3	19	21	-34	-2	-16	-5	-6	-10
COc1ccccc1NCC(=O)NNCC(=O)Nc1ccc(F)c(Cl)c1	-2.3	3	-15	13	6	21	10	-3	-6
CC(C)NC(=O)c1ccc2c(c1)N(CC(=O)N1CCCCC1)C(=O)C(C)(C)O2	2.1	18	-26	4	-1	4	-5	4	6
NC(=O)c1ccc[n+](CC(=O)c2cccc([N+](=O)[O-])c2)c1	1.0	-4	9	0	6	15	-6	0	-9
O=C(Nc1nc2cc3c(cc2s1)OCCO3)c1ccc([N+](=O)[O-])o1	2.0	-59	-88	-22	15	-207	-5	-3	40

SMILES	UPR CHOP act	Jurkat NFkB inh	Gli-Sufu block	Mdm2 MdmX PPI	CXCR6 block	697 NFkB inh	EBI2 antag	UPR XBP1 act	CCR6 antagonist
Cc1ccc2c(c1)N(CCCC(=O)NCCCN1CCCCC1)C(=O)CO2	4.9	2	0	-21	-1	-6	0	2	-5
O=C(Nc1ccccc1C(=O)N1CCCCC1)c1ccc(Cl)cc1Cl	-1.2	-5	2	-3	0	2	-3	4	13
CCOC(=O)C1CCN(C(=O)Nc2ccc3nc(-c4ccco4)c(-c4ccco4)nc3c2)CC1	-1.4	7	-1	10	12	-8	-27	2	30
Nc1ccc2c(c1)nc(Cc1ccccc1)n2CCO	-1.1	1	1	13	-9	-3	8	0	-9
CCCCNC(=O)CNC(=O)c1nn(-c2ccc(OC)cc2)c(=O)c2ccccc12	3.2	3	6	-17	0	-4	-4	11	2
CC(C)CC(NC(N)=O)C(=O)NCc1ccccc1Cl (configuration not stated)	0.5	7	9	-26	7	8	5	-1	6
Cc1ccc(OCc2cc(C(=O)N3CCN(c4ccccc4)CC3)no2)cc1C	3.6	-110	-98	-119	4	-115	7	-4	13
CCc1nc(N=C(N)N)nc2ccccc12	0.9	-4	nt	59*	nt	-22	nt	-2	nt
CC(=O)Nc1nnc(SCC(=O)NC(C)(C)C)s1	0.0	8	3	13	-4	5	1	-3	-3
CCN1CCN(c2cc(C)c3cc(NC(=S)NCCCOC)ccc3n2)CC1	0.6	-5	4	4	-8	-13	14	-5	-1
COc1cccc(CN2CCNC(=O)C2CC(=O)NCc2cn3ccccc3n2)c1OC (configuration not stated)	3.3	-2	-5	13	-8	17	-9	1	-2
O=C(c1ccc(Sc2ccc(F)cc2)c([N+](=O)[O-])c1)N1CCOCC1	0.8	-1	3	-1	-4	-30	-5	0	4

SMILES	UPR CHOP act	Jurkat NFkB inh	Gli-Sufu block	Mdm2 MdmX PPI	CXCR6 block	697 NFkB inh	EBI2 antag	UPR XBP1 act	CCR6 antagonist
Cc1ccccc1OCC(=O)NNC(=O)c1ccc2c(=O)n3c(nc2c1)CCC3	3.6	5	1	13	-1	12	-9	3	6
CCn1c(CNC(=O)c2ccco2)nnc1SCC(=O)Nc1cc(F)ccc1C	1.9	6	-8	39	2	13	5	6	-3
Cc1ccc(NC(=O)c2cccc(C(F)(F)F)c2)cc1NC(=O)c1[nH]cnc1C(N)=O	1.3	-26	11	50	-1	-26	-9	2	2
O=C(c1ccccc1[N+](=O)[O-])N1CCCC(C(=O)N2CCCCCC2)C1 (configuration not stated)	0.8	10	1	21	5	12	-12	-5	3
CC(C)n1nc(C(=O)OCn2nnc3ccccc3c2=O)c2ccccc2c1=O	1.0	8	-10	11	-2	-3	-15	-2	14
C=CCc1cccc(CNc2nc3ccccc3n2CCC)c1O	-3.3	7	-12	14	2	4	42	-2	14
COc1ccc(N2C(S)=C(C#N)C(=O)NC23CCCCC3)cc1	0.9	-4	-7	18	0	-5	5	-3	6
Cc1[nH]c2ccccc2c1C1C(c2ccccc2)=NN=C(C(C)C)N1O (configuration not stated)	-2.5	-15	-27	-15	7	2	15	-1	0
COc1ccc2no[n+]([O-])c2c1	0.1	-6	nt	1	nt	-3	nt	0	nt
C[C@H](NC(=O)Cc1cccc2ccccc12)C(=O)N1CCCN(C)CC1	-0.5	-5	-5	19	-1	2	-2	2	2
Cc1oc2c(Cl)c(Cl)c(O)c(CN(C)C)c2c1C(=O)c1ccc(Cl)cc1	0.0	13	-1	59*	7	-20	-15	-1	1
COc1ccc(-n2c(-c3ccco3)n[nH]c2=S)cc1	0.0	-1	2	18	-3	20	-1	0	18
Cc1ccc(Cn2c(=O)c3c(ncn3C)n(C)c2=O)cc1	1.0	9	-9	14	-1	-3	2	-1	8

Screening results as filed in PubChem.
